Assay outcomes: PubChem, NMMLSC
Bcl-B Bim block – inhibitors of Bim-Bcl-B binding, primary screen, biochemical, multiplexed, human Bcl-2 family; inhibition, % at 10 µM; bead-based flow cytometry, Bim peptide-Bcl-B binding; hit rate 0.073% among 190,000; Bcl-2-like protein 10 (Homo sapiens), Q9HD36;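 also: 0% = tracer peptide without compound and 100% = reference inhibitor peptide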
RGS4-Gao reg – modulators of RGS4 binding to Galphao, primary screen, biochemical, multiplexed bead flow cytometry; hit rate 0.33% among 220,000; actives lie on both sides; binding response (% of control), % at 10 µM; Guanine nucleotide-binding protein G(o) subunit alpha (Homo sapiens), P09471; in the data active = binding response below about 49% or above about 150%; inactive = in between;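 also: fluorescent Galphao activated with aluminum fluoride binding bead-coupled RGS4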
Target sequence (P09471 whole entry, looked up): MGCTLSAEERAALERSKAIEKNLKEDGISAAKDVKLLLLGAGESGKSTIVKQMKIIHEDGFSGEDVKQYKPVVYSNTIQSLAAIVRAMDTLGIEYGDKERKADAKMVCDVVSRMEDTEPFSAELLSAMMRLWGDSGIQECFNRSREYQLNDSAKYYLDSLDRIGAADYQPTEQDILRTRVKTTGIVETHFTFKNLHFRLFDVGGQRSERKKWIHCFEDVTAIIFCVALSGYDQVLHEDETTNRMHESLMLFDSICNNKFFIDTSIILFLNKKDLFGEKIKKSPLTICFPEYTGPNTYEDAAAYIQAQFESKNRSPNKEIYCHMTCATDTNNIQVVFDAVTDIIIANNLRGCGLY
Bfl-1 Bim block – inhibitors of Bim binding to Bfl-1, primary screen, biochemical, multiplexed, bead-based flow cytometry; Bcl-2-related protein A1 (Homo sapiens), Q16548; Bim-Bfl-1 binding inhibition; hit rate 0.12% among 190,000; inhibition, % at 10 µM;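 also: 0% = wells without compound plus tracer and 100% = blocker peptide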
GSH bead fluor – compound fluorescence on glutathione beads, profiling panel, artefact control, biophysical, 488/530 nm, flow cytometry. GSH beads flow cytometry, compound fluorescence 488/530 nm; active compounds read high. fluorescence (KMESF) at 10 µM. hit rate 0.25% among 190,000. AID 1776, 2009; in the data active = fluorescence above about 89;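 also: glutathione beads carrying GST-tagged Bcl family fusion proteins plus one bare bead set; values are compound well signal with DMSO vehicle wells as background; inactives centre near 16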
ABCB1 inh – ABCB1 efflux pump inhibitors, primary screen, cell-based, multiplex, flow cytometry, ABCG2 counter-screen; ATP-dependent translocase ABCB1 (Homo sapiens), P08183; CCRF-Adr cells, JC-1 efflux; inhibition, % at 6.6 µM; hit rate 0.067% among 190,000; in the data active = inhibition above about 40%;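 also: 0% = vehicle and 100% = reference inhibitor; higher value means more JC-1 retained so stronger ABCB1 efflux block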
Avidin fluor – green autofluorescence of compounds with avidin beads – biophysical, 488/530 nm, flow cytometry, artefact control, profiling panel; fluorescence (KMESF) at 10 µM; compound fluorescence 488/530 nm; active compounds read high; AID 1775, 2009; hit rate 0.38% among 220,000; in the data active = fluorescence above about 47; also: inactives centre near 10
Bim-Bcl-W – inhibitors of Bim binding to Bcl-W, primary screen, biochemical, multiplexed, bead-based flow cytometry; Bcl-2-like protein 2 (Homo sapiens), Q92843; AID 952, 2007; inhibition, % at 10 µM; hit rate 0.02% among 190,000; Bim peptide-Bcl-W binding;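 also: 0% = bound tracer without compound and 100% = peptide blocker; higher means less fluorescent Bim peptide bound to Bcl-W beads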
Target sequence (Q92843 whole entry, looked up): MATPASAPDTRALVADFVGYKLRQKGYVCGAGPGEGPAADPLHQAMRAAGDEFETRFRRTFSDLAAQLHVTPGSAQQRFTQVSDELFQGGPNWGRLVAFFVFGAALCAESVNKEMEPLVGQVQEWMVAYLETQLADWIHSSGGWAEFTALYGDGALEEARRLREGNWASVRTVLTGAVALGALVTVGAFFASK
ABCG2 inh – ABCG2 efflux pump inhibitors, primary screen, multiplex with ABCB1, IgMXP3 cells, flow cytometry | hit rate 0.1% among 190,000 | inhibition, % at 6.6 µM | JC-1 efflux | Broad substrate specificity ATP-binding cassette transporter ABCG2 (Homo sapiens), Q9UNQ0 | AID 1325, 2008;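 active = inhibition above 80%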;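 also: 0% = DMSO and 100% = nicardipine control wells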
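Measure – % inhibition of efflux relative to nicardipine and DMSO · Test system – ABCG2 IgMXP3 and barcoded ABCB1 CCRF-Adr cell mix · Control set – nicardipine as high control, DMSO as low control · Compound – one concentration, 6.6 µM final · Signal – flow cytometry of retained JC-1 fluorescence · Timing – 10 min exposure at 25 °C with rotation, no wash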
Bim-Bcl-2 – inhibitors of Bim-Bcl-2 binding, primary screen, biochemical, multiplexed, human Bcl-2 family. hit rate 0.06% among 190,000. Bead-based flow cytometry, Bim peptide-Bcl-2 binding. inhibition, % at 10 µM. Apoptosis regulator Bcl-2 (Homo sapiens), P10415. AID 950, 2007; in the data active = inhibition above about 40%; inconclusive = no clear call, values can overlap the other calls;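 also: 0% = no compound wells with probe peptide and 100% = reference peptide inhibitor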
Target sequence (P10415 whole entry, looked up): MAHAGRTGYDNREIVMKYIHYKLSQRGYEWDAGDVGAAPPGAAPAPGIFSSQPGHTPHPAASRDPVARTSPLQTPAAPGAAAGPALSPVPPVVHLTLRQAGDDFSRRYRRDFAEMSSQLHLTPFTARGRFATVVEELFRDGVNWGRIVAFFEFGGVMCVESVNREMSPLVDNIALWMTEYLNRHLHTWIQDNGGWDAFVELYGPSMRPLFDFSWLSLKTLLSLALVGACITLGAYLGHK
RGS7-Gao reg – RGS7-Galphao binding modulators, primary screen, biochemical, multiplexed bead flow cytometry | hit rate 0.35% among 220,000 | actives lie on both sides | Guanine nucleotide-binding protein G(o) subunit alpha (Homo sapiens), P09471 | AID 1439, 2008 | binding response (% of control), % at 10 µM; in the data active = binding response below about 49% or above about 150%; inconclusive = no clear call, values can overlap the other calls; inactive = in between;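 also: fluorescent Galphao held in activated GDP-AlF4 state binding bead-coupled RGS7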
Bcl-XL Bim block – inhibitors of Bim-Bcl-XL binding, primary screen, biochemical, multiplexed, bead flow cytometry, human Bcl-XL. Bcl-2-like protein 1 (Homo sapiens), Q07817. inhibition, % at 10 µM. Bim peptide-Bcl-XL binding, fluorescence. hit rate 0.04% among 190,000
Target sequence (Q07817 whole entry, looked up): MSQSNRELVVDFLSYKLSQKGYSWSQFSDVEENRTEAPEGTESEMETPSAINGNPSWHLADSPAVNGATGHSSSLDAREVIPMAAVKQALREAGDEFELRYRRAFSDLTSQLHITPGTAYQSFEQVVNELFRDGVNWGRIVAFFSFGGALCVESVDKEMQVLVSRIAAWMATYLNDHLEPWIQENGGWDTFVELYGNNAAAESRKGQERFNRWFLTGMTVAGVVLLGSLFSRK
* marks the source's active call; other numbers are inactive results; ? = inconclusive; . = no result given. Rule as the data show it, unless noted: active = inhibition above about 40%.

SMILES | Bcl-B Bim block | RGS4-Gao reg | Bfl-1 Bim block | GSH bead fluor | ABCB1 inh | Avidin fluor | Bim-Bcl-W | ABCG2 inh | Bim-Bcl-2 | RGS7-Gao reg | Bcl-XL Bim block
O=c1c2cnn(-c3ccccc3)c2nnn1Cc1ccccn1 | -6.0 | 101.1 | -9.0 | 6 | 0.1 | 7 | 1.0 | 0.5 | -8.0 | 95.7 | -10.0
CCc1ccc(OCC(=O)N/N=C(\C)c2ccccc2OC(F)F)cc1 | -12.0 | 102.7 | -8.0 | 19 | 0.0 | 3 | -17.0 | -0.4 | -4.0 | 103.8 | -17.0
CCCCNC(=O)C(=O)c1ccccc1NC(C)=O | 0.0 | 95.0 | -5.0 | 11 | 0.6 | 22 | 4.0 | 5.7 | 1.0 | 101.2 | 2.0
O=C(CNCc1ccccc1)Nc1ccc(Oc2ccccc2)cc1 | -1.0 | 94.9 | 1.0 | 53 | 0.6 | 5 | 2.0 | 1.6 | -2.0 | 91.3 | 0.0
Fc1cc(F)cc(NC(=S)NCCCN2CCOCC2)c1 | 0.0 | 113.6 | -2.0 | 18 | 0.4 | 9 | -4.0 | 1.4 | -5.0 | 114.4 | -5.0
O=C(COC(=O)/C=C/c1ccco1)NCc1ccco1 | -7.0 | 100.0 | -3.0 | 15 | 0.0 | 8 | -4.0 | 1.1 | 0.0 | 99.5 | -4.0
CC(NC(=O)Nc1ccc(Cl)cc1)C1CCCO1 (stereo unspecified) | -6.0 | 99.8 | -4.0 | 22 | 1.0 | 6 | 0.0 | 26.9 | -2.0 | 105.4 | -8.0
COC(=O)Cn1c(=NC(=O)c2ccc([N+](=O)[O-])s2)sc2cc(Br)ccc21 | -4.0 | 96.4 | 0.0 | 10 | -0.4 | 7 | -1.0 | -2.1 | -4.0 | 95.9 | 0.0
O=C(O)c1cc(-c2ccc(/C=N/NC(=S)Nc3ccccc3)o2)ccc1Cl | -6.0 | 101.4 | -1.0 | 18 | -1.9 | 4 | -3.0 | -6.3 | 2.0 | 99.4 | 0.0
CCCC1=C([O-])C2N=CC=CC2=[N+](c2ccccn2)C1=O (stereo unspecified) | 7.0 | 105.9 | 16.0 | 7 | 0.6 | 7 | 8.0 | 3.0 | 10.0 | 103.3 | 10.0
O=C(c1ccc(COc2ccccc2[N+](=O)[O-])o1)N1CCCCC1 | 11.0 | 99.2 | 22.0 | 19 | 1.9 | 21 | 12.0 | 56.8 | 11.0 | 98.9 | 21.0
Cc1cccc2cc(CN(CCN(C)C)C(=S)Nc3ccccc3)c(=O)[nH]c12 | -3.0 | 105.3 | -2.0 | 8 | . | 18 | -1.0 | 1.6 | 0.0 | 100.5 | -4.0
Cc1noc(C)c1C(=O)NCCCN1CCCC1=O | -3.0 | 101.2 | -5.0 | 31 | 0.4 | 5 | -6.0 | 0.4 | -5.0 | 102.3 | 2.0
O=C(CN1C(=O)CSc2ccccc21)N1CCc2ccccc21 | 5.0 | 97.8 | 10.0 | 22 | 1.1 | 15 | 7.0 | 2.8 | 5.0 | 96.7 | 6.0
Cc1[nH]n(-c2ccccc2)c(=O)c1C(c1cccc([N+](=O)[O-])c1O)c1c(C)[nH]n(-c2ccccc2)c1=O | -1.0 | 91.1 | 0.0 | 12 | -0.5 | 1 | -3.0 | -4.8 | -7.0 | 87.7 | -6.0
COc1cc(/C=N/NC(=S)N/N=C/c2cc(OC)c(OC)c(OC)c2)cc(OC)c1OC | -6.0 | 104.6 | 0.0 | 4 | -0.6 | 16 | -1.0 | 19.5 | -1.0 | 103.9 | -5.0
CCOC(=O)CN1C(=O)NC2NC(=O)NC21 (stereo unspecified) | -3.0 | 97.5 | -10.0 | 24 | 0.5 | 4 | 3.0 | 1.8 | -5.0 | 99.6 | -3.0
Cc1cccc(C)c1NC(=O)CNC(=O)c1c(C)nn(C)c1Cl | 1.0 | 100.9 | -2.0 | 13 | 0.2 | 9 | 2.0 | 0.3 | 0.0 | ? | -1.0
O=C(N/C=N/OCc1ccc(Cl)cc1Cl)NOCc1ncc(C(F)(F)F)cc1Cl | -2.0 | 101.9 | 0.0 | 24 | 0.7 | 12 | 0.0 | 3.1 | 0.0 | 98.5 | -2.0
Cc1cc2cc(CNC(=S)NC3CCCCC3)ccc2[nH]1 | -4.0 | 102.6 | -5.0 | 10 | -0.1 | 24 | -1.0 | -0.7 | -4.0 | 103.0 | 1.0
CC(=O)Nc1ccc(S(=O)(=O)N(C)CC(=O)Nc2ccccc2N2CCOCC2)cc1 | 1.0 | 100.6 | -1.0 | 11 | 0.7 | 21 | -1.0 | 2.7 | 0.0 | 97.4 | -1.0
COc1cccc(-c2csc(N3CCN(C(=O)NC45CC6CC(CC(C6)C4)C5)CC3)n2)c1 | -20.0 | 101.3 | 0.0 | 20 | 1.2 | 6 | -3.0 | 1.7 | -20.0 | 103.8 | -4.0
Cc1ccc(N(CC(=O)Nc2cccc(N(C)S(C)(=O)=O)c2)S(C)(=O)=O)cc1 | -6.0 | 104.3 | -9.0 | 42 | 0.0 | 7 | -1.0 | 1.5 | -7.0 | 101.9 | -8.0
CC(=O)c1cccc(NC(=O)Nc2ccc(C)cc2)c1 | 0.0 | 101.0 | 2.0 | 23 | -0.9 | 24 | 1.0 | -1.3 | 2.0 | 102.6 | 0.0
NC(=O)C1CCCN1 (stereo unspecified) | -5.0 | 99.9 | -3.0 | 16 | -0.4 | 9 | -5.0 | -2.0 | -5.0 | ? | -5.0
O=C(c1ccc2c(c1)OCO2)N1CCN(c2ccc(C(F)(F)F)cn2)CC1 | 3.0 | 88.4 | 6.0 | 7 | 0.4 | 9 | 6.0 | -6.8 | 7.0 | 93.9 | 4.0
N#CC(c1ccc(Cl)nn1)c1c(F)cccc1Cl (stereo unspecified) | -3.0 | 102.0 | -1.0 | 18 | 0.1 | 9 | 0.0 | 5.3 | -2.0 | 101.1 | -2.0
O=C(N/N=C/c1ccc([N+](=O)[O-])cc1)c1cccc2cc[nH]c12 | 0.0 | 95.6 | -2.0 | 12 | 0.2 | 6 | -1.0 | 3.2 | 0.0 | ? | -3.0
CCNC(=O)c1c(C)[nH]c(C(=O)OCC)c1C | -7.0 | 99.1 | -16.0 | 29 | 1.1 | 14 | 0.0 | 12.5 | -11.0 | 101.3 | -5.0
COc1ccccc1C(CCN(Cc1cccs1)C(C)=O)c1ccco1 (stereo unspecified) | -2.0 | 100.9 | -2.0 | 20 | 0.2 | 8 | -3.0 | 0.5 | 0.0 | 101.2 | -2.0

Brought forward from above: three compounds; new compounds follow.
SMILES | Bcl-B Bim block | RGS4-Gao reg | Bfl-1 Bim block | GSH bead fluor | ABCB1 inh | Avidin fluor | Bim-Bcl-W | ABCG2 inh | Bim-Bcl-2 | RGS7-Gao reg | Bcl-XL Bim block
O=C(N/N=C/c1ccc([N+](=O)[O-])cc1)c1cccc2cc[nH]c12 | 0.0 | 95.6 | -2.0 | 12 | 0.2 | 6 | -1.0 | 3.2 | 0.0 | ? | -3.0
CCNC(=O)c1c(C)[nH]c(C(=O)OCC)c1C | -7.0 | 99.1 | -16.0 | 29 | 1.1 | 14 | 0.0 | 12.5 | -11.0 | 101.3 | -5.0
COc1ccccc1C(CCN(Cc1cccs1)C(C)=O)c1ccco1 (stereo unspecified) | -2.0 | 100.9 | -2.0 | 20 | 0.2 | 8 | -3.0 | 0.5 | 0.0 | 101.2 | -2.0
CC(=O)Oc1ccccc1C1=NN(C(C)=O)C(c2ccccc2)C1 (stereo unspecified) | 7.0 | 103.3 | 0.0 | 10 | 1.2 | 6 | 0.0 | 4.8 | 1.0 | 98.7 | -1.0
O=C(Nc1ncccn1)c1ccc(C(F)(F)F)cc1 | -6.0 | 96.5 | -1.0 | 19 | -0.3 | 8 | -3.0 | 0.1 | -3.0 | 99.3 | -6.0
Cc1cc(C)nc(NS(=O)(=O)c2ccc(N/C=C/C(=O)c3ccc(Cl)c(Cl)c3)cc2)n1 | 5.0 | 101.0 | 1.0 | 12 | 0.9 | 14 | 4.0 | -3.3 | 1.0 | 100.7 | 0.0
CC(C)Cc1cc(C(=O)NCCN2CCOCC2)no1 | 0.0 | 92.6 | -3.0 | 20 | 1.0 | 4 | 0.0 | 7.0 | 0.0 | 89.5 | 1.0
O=C(NC1CC1)c1ccc2c(c1)C1C3CCC(C3)C1C(c1ccccc1)N2 (stereo unspecified) | -9.0 | 95.2 | 0.0 | 15 | 2.6 | 1 | -7.0 | 2.1 | -1.0 | 97.6 | -13.0
N#Cc1cn(CC(=O)NCC2CCCO2)c2ccccc12 (stereo unspecified) | -4.0 | 105.5 | -10.0 | 58 | 0.6 | 8 | 8.0 | 3.0 | -2.0 | 101.1 | -7.0
N#CC(C(=O)NCc1ccco1)c1nc2ccccc2nc1N1CCOCC1 (stereo unspecified) | -7.0 | 98.3 | -13.0 | 38 | 0.7 | 11 | -5.0 | 48.6 | -14.0 | 98.8 | -15.0
Cc1ccc(C(=O)N2CCN(Cc3ccc4c(c3)OCO4)CC2)cc1[N+](=O)[O-] | -2.0 | 103.6 | -5.0 | 20 | -0.6 | 8 | 0.0 | -1.3 | -1.0 | 106.4 | -1.0
Cc1cc(/C=C2\SC(=Nc3ccccc3)NC2=O)c(C)n1-c1ccc(S(N)(=O)=O)cc1 | 0.0 | 100.9 | 3.0 | 16 | -0.3 | 21 | -1.0 | -0.7 | 2.0 | 97.2 | -3.0
CCC1SC2=NC(C)=C(C(=O)OCCOC)C(c3ccc(C(=O)OC)cc3)N2C1=O (stereo unspecified) | -8.0 | 102.5 | -15.0 | 15 | 6.1 | 14 | 0.0 | 2.0 | -11.0 | 101.5 | -4.0
Cc1ccc(-c2noc(CN(C)C(=O)Nc3ccc(F)cc3)n2)cc1 | -2.0 | 100.1 | -4.0 | 16 | -0.3 | 10 | -1.0 | 12.4 | -5.0 | ? | -2.0
O=C(COC(=O)CCCSc1nc2ccccc2[nH]1)NC(=O)NC1CCCC1 | 1.0 | 101.8 | 1.0 | 18 | 0.4 | 41 | -2.0 | 1.5 | 0.0 | 97.7 | 1.0
Cc1cccc2c(CC(=O)Nc3ccccc3)noc12 | 0.0 | 104.1 | -2.0 | 7 | 0.8 | 5 | -2.0 | 7.5 | -3.0 | 100.7 | -2.0
COc1ccc(CC(=O)OCC(=O)Nc2ncc(Cl)cc2Cl)cc1 | 2.0 | 100.8 | 3.0 | 23 | 0.0 | 3 | 2.0 | 0.0 | 3.0 | 99.8 | 3.0
